CHT allo act: human CHT allosteric activation | 0.49% of 310,000 active | B-score at 10 µM | CHT-expressing cells, membrane potential dye, choline EC20; active compounds read high; LV-AA mutant CHT in HEK293 cells;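 active = initial fluorescence not abnormally high and integrated response B-score, plate-corrected, over 3 SD above library mean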
Target sequence (Q9GZV3 whole entry, looked up): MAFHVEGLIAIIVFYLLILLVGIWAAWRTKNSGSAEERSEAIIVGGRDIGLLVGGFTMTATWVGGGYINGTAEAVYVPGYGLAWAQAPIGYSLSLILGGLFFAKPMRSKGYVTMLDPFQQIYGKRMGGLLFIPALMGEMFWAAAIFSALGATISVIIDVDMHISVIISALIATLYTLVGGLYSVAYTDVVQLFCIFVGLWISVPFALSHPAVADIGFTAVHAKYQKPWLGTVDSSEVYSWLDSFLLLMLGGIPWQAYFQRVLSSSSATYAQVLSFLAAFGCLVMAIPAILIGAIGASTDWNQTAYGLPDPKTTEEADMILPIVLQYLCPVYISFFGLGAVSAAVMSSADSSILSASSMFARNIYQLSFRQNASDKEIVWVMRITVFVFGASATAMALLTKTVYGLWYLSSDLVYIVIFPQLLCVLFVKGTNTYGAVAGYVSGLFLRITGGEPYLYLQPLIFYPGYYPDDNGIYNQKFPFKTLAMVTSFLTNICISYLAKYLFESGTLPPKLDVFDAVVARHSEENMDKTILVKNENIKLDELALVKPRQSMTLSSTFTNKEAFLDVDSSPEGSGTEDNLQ
CHT inh: human CHT choline transport inhibition. B-score at 10 µM. CHT-expressing cells, membrane potential dye, choline response; active compounds read low. AID 488975. 0.86% of 310,000 active;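 active = B-score over 3 SD under the library average, and starting fluorescence ratio not unusually high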;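 note: choline stimulus applied at its EC90 after an EC20 pre-addition; B-score computed on integrated fluorescence ratio after choline addition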
Active calls of the source: *; i = inactive.

SMILES | CHT allo act | CHT inh
COCc1nnc(NC(=O)c2ccc(S(=O)(=O)N(CC(C)C)CC(C)C)cc2)o1 | i | i
CCCCC(=O)N1CCCC(C(=O)OCC)C1 (centres undefined) | i | i
Cn1c(CCN2CCCC2)nc2cc(NS(=O)(=O)c3ccccc3)ccc21 | i | i
CCn1c2ccccc2c2cc(/C=N/NC(=O)c3ccncc3)ccc21 | i | i
CCN(CC)S(=O)(=O)c1cccc(C(=O)N2CCCc3ccccc32)c1 | i | i
CCOC(=O)NC(NS(=O)(=O)c1ccccc1)(C(=O)OCC)C(F)(F)F (centres undefined) | i | i
Cc1ccc(NC(=S)NCc2cccnc2)cc1 | i | i
CCc1nc(N2CCCCC2C(=O)O)c2oc3ccccc3c2n1 (centres undefined) | i | i
Cc1cc(C)c(S(=O)(=O)N(CC(=O)O)C2CCCCC2)c(C)c1 | i | i
O=c1[nH]c(N2CCOCC2)cc2ccccc12 | i | i
CCOc1ccc(NCC(=O)N/N=C/C=C/c2ccccc2)cc1 | i | i
CCCn1c(=O)c(C(=O)Nc2ccccc2C(=O)OCC)c(O)c2ccccc21 | i | i
O=C(NNC(=O)c1ccccc1F)c1ccc(-n2cncn2)c([N+](=O)[O-])c1 | i | i
COc1ccc(-c2cn(-c3ccc(C)cc3)c(=O)n2CC(=O)Nc2ccc(OC)c(OC)c2)cc1 | i | i
Cc1nc2sc(C(c3ccccc3)N3CCN(CCO)CC3)c(O)n2n1 (centres undefined) | i | i
CCOc1ccc(NC(=O)CSc2ccc(-c3cccnc3)nn2)cc1 | i | i
CCn1c(Nc2ccccc2Cl)nc2ccccc21 | i | i
CC1CCCC(C)N1C(=O)Nc1cccc(Cl)c1 (centres undefined) | i | i
COc1ccc(N(CC(=O)Nc2ccccc2C(=O)N2CCOCC2)S(=O)(=O)c2ccc(F)cc2)cc1 | i | i
CCOC(=O)C(NC(=O)c1ccccc1F)(Nc1cc(C)on1)C(F)(F)F (centres undefined) | i | i

Among those listed so far, 2 have a COOH group.
SMILES | CHT allo act | CHT inh
CCc1nc(N2CCCCC2C(=O)O)c2oc3ccccc3c2n1 (centres undefined) | i | i
Cc1cc(C)c(S(=O)(=O)N(CC(=O)O)C2CCCCC2)c(C)c1 | i | i

Going on with the list.
SMILES | CHT allo act | CHT inh
Cc1cc(C)n(Cc2ccc(NC(=O)c3nn(C)cc3[N+](=O)[O-])cc2)n1 | i | i
Cc1ccc(S(=O)(=O)/N=C(/Nc2cccc3ccccc23)c2ccc(F)cc2)cc1 | i | i
CCC1CCCCN1CCCNC(=O)C1CCC(CNS(=O)(=O)c2c(C)cc(C)cc2C)CC1 (centres undefined) | i | i
CCOC(=O)c1ccccc1NC(=O)CSc1nnnn1C1CCCCC1 | i | i
COc1cccc2c(=O)cc(C)n(CC(=O)Nc3ccccc3C)c12 | i | i
CCC1(C)Cc2nc3[nH]c(=S)n(-c4ccccc4C)c(=O)c3cc2CO1 (centres undefined) | i | i
O=C1NC(N2CCOCC2)=N/C1=C/c1ccc2c(c1)OCO2 | i | i
CCCCCN(C(=O)CCC(=O)OC(C)C(=O)NCc1ccccc1)c1c(N)n(CCCC)c(=O)[nH]c1=O (centres undefined) | i | i
O=C(O)C1=CCCN(CCON=C(c2ccccc2)c2ccccc2)C1 | i | i
O=C(NNC1CC(=O)N(c2ccccc2)C1=O)c1cccnc1 (centres undefined) | i | i
Cc1coc2cc3oc(=O)c(CCC(=O)NCCN4CCOCC4)c(C)c3cc12 | i | i
C=CCN1C=C2C(=O)C(C)(OC(=O)C3CCCC3)C(=O)C(c3ccccc3)=C2C=C1CCCC(=O)OC (centres undefined) | i | i
N#Cc1ccc(C23CC4(C2)[C@H](CN(CC2CCCCC2)[C@@H]4c2ccccc2)C3c2ccc(Cl)nc2)cc1 (some centres undefined) | i | i
COCCn1cnc2c1c(=O)n(Cc1ccc(C#N)cc1)c(=O)n2Cc1ccccc1 | i | i
CCCc1[nH]n(-c2ccc([N+](=O)[O-])cc2)c(=O)c1C=NCCc1ccc(OC)c(OC)c1 | i | i
CN=Cc1c(NC)nc2c(C)cccn2c1=O | 9.3* | i
O=C(CN1C(=O)C2CC=CCC2C1=O)NC1=NCCS1 (centres undefined) | i | i
CSCCC1NC(=O)N(CC(=O)Nc2ccc(Br)cc2Br)C1=O (centres undefined) | i | i
O=c1c2c3c(sc2n2cnnc2n1-c1ccccc1)N(Cc1ccccc1)CCC3 | i | i
O=C(Nc1cccc2cccc(NC(=O)c3ccco3)c12)c1ccco1 | i | i

Compounds from the list above that contain a halogen, in the order listed:
SMILES | CHT allo act | CHT inh
CCOC(=O)NC(NS(=O)(=O)c1ccccc1)(C(=O)OCC)C(F)(F)F (centres undefined) | i | i
O=C(NNC(=O)c1ccccc1F)c1ccc(-n2cncn2)c([N+](=O)[O-])c1 | i | i
CCn1c(Nc2ccccc2Cl)nc2ccccc21 | i | i
CC1CCCC(C)N1C(=O)Nc1cccc(Cl)c1 (centres undefined) | i | i
COc1ccc(N(CC(=O)Nc2ccccc2C(=O)N2CCOCC2)S(=O)(=O)c2ccc(F)cc2)cc1 | i | i
CCOC(=O)C(NC(=O)c1ccccc1F)(Nc1cc(C)on1)C(F)(F)F (centres undefined) | i | i
Cc1ccc(S(=O)(=O)/N=C(/Nc2cccc3ccccc23)c2ccc(F)cc2)cc1 | i | i
N#Cc1ccc(C23CC4(C2)[C@H](CN(CC2CCCCC2)[C@@H]4c2ccccc2)C3c2ccc(Cl)nc2)cc1 (some centres undefined) | i | i
CSCCC1NC(=O)N(CC(=O)Nc2ccc(Br)cc2Br)C1=O (centres undefined) | i | i

The results go on.
SMILES | CHT allo act | CHT inh
Cc1cc(C)c2c(NC(=O)CCl)nn(C)c2n1 | i | i
CC(C)NC(=S)NCc1cccs1 | i | i
CCc1nc(N2CCN(C(=S)NCCCOC)CC2)c2c3c(sc2n1)CCCC3 | i | i
CCCCC(NC(=O)Cc1c(C)c2cc3c4c(oc3cc2oc1=O)CCCC4)C(=O)O (centres undefined) | i | i
CCCNC(=O)Nc1cc(S(=O)(=O)CC)ccc1O | i | i
Cn1cc(C(c2ccccc2OCC(=O)O)c2cn(C)c3ccccc23)c2ccccc21 | i | i
C=CCSc1nnc(-c2cc3c(C(F)(F)F)nn(C)c3s2)n1C | i | i
O=C(/C(=C(\[O-])c1ccccc1)[n+]1ccc2ccccc2c1)c1ccc([N+](=O)[O-])cc1 | i | i
CN(CC(=O)Nc1ccc(F)cc1)C(=O)COC(=O)COc1ccc(C#N)cc1 | i | i
O=C(COc1ccc(Cl)cc1Cl)NCCCCc1ccccc1 | i | i
COc1ccc(N(Cc2ccccc2)N=O)cc1 | i | i
Cc1ccccc1NC(=O)CSc1nc(N)c(C#N)c(-c2cccs2)c1C#N | i | i
COc1ccc(N2C(=O)CS(=O)C(c3ccccc3)C2=O)cc1 (centres undefined) | i | i
Cc1ccc(CNC(=O)C2CCN(S(=O)(=O)c3cccs3)CC2)cc1 | i | i
CC(NC(=O)c1nn(C)c(=O)c2ccccc12)c1ccc(F)cc1 (centres undefined) | i | i
COc1ccc(CNC(=O)C(C)Cc2ccccc2)cc1O (centres undefined) | i | i
O=c1c2cn[nH]c2nc(SCc2c(F)cccc2F)n1-c1ccc(Cl)cc1 | i | i
COc1ccc(CNC(=O)CSc2nnnn2-c2ccc(O)cc2)cc1 | i | i
Cc1ccc(C(=O)NCc2nnc(SCC(=O)Nc3sc4c(c3C#N)CCCC4)n2C)cc1 | i | i
COc1cc(CNc2ncn[nH]2)ccc1OCC(=O)NC(C)(C)C | i | i
Cc1ccc(S(=O)(=O)N2CCC(C(=O)OC(C)C(=O)NCc3ccccc3)CC2)cc1C (centres undefined) | i | i
Fc1cccc(CN2CCN(c3ncccn3)CC2)c1 | i | i
NC(=O)COc1cccc(/C=N/NC(=O)c2ccc(-n3cccc3)cc2)c1 | i | i
CC1(C)Cc2cccc(OCC(=O)Nc3ccccc3N3CCOCC3)c2O1 | i | i
CCC(C)(C)n1nnnc1C(c1ccc(OC)cc1)N1CCN(C(=O)c2ccco2)CC1 (centres undefined) | i | i
C=CCn1c(=O)c2c(nc3n2CCCN3CCc2ccccc2)n(C)c1=O | i | i
COc1ccccc1-c1nnc(SCC(=O)Nc2cc(C)on2)o1 | i | i
Cc1ccc(S(=O)(=O)CC(=O)Nc2nccs2)cc1 | i | i
CCCCN1CNC(=S)N(c2ccc(C(=O)OCC)cc2)C1 | i | i
COC(=O)c1sc(NC(=S)NC(=O)c2ccccc2Cl)nc1C | i | i
c1ccc(-c2cnn3nnnc3n2)cc1 | i | i
CCOC(=O)c1cnn(-c2nc(SC)nc3sc4c(c23)CCC4)c1N | i | i
CCOc1ccc(CCNC(=O)Cc2ccc(NC3=NC4CS(=O)(=O)CC4S3)cc2)cc1 (centres undefined) | i | i
O=C(CSc1nnc(-c2ccc(NS(=O)(=O)c3ccccc3)cc2)o1)NCC1CCCO1 (centres undefined) | i | i
C#Cc1ccc(CN2CCC(N3CCC(C(=O)NCc4ccccn4)CC3)CC2)cc1 | i | i
CCCCC1(C)Cc2ccccc2C(=S)N1 (centres undefined) | i | i
CCN(CC)c1ccc(C(=O)NC(=S)N2CCN(Cc3ccc4c(c3)OCO4)CC2)cc1 | i | i
O=C1NC(c2ccc(Br)cc2)Nc2ccccc21 (centres undefined) | i | i
CC1CCN(S(=O)(=O)c2ccc3c(ccn3CC(=O)O)c2)CC1 | i | i
O=C(CNC(=O)c1ccco1)OCc1cccc(Cl)c1 | i | i
CCOc1ccc(S(=O)(=O)N2CCN(c3ccc(OC)cc3)CC2)c2cccnc12 | i | i
CCN=c1sc2ccccc2n1CC(O)COc1ccccc1 (centres undefined) | i | i
COc1ccccc1N1C(=O)S/C(=C\c2cccs2)C1=O | i | i
S=c1[nH]nc(-c2ccccc2)n1/N=C/c1cccs1 | i | i
O=C(/C=C/c1ccco1)c1ccccc1O | i | i
O=C(CN1C(=O)CSc2ncccc21)N1CCOCC1 | i | i
O=c1c2ccccc2nc(SCc2cccc(F)c2)n1C1CCCC1 | i | i
O=C(COc1cc([N+](=O)[O-])cc2cccnc12)NCCC1=CCCCC1 | i | i
S=C1N(c2ccccc2)C(c2ccc(Cl)cc2)N2CCCN12 (centres undefined) | i | i
CC(=O)Nc1cccc(N/C=C(\C=O)c2nc3ccccc3o2)c1 | i | i
O=C(CCC1CCCN(C(=O)CCC(F)(F)F)C1)NCc1ccc(F)c(F)c1 (centres undefined) | i | i
COc1ccc(C(OC(=O)c2c(C)noc2C)C(=O)NC2CCCC2)cc1 (centres undefined) | i | i
COc1cc(/C=C2\SC(=S)N(NC(=O)c3ccccc3O)C2=O)ccc1O | i | i
COc1ccc(OC)c(Nc2nc(-c3sc(NC(=O)CC(C)C)nc3C)cs2)c1 | i | i
CCCC(=O)Nc1nnc(-c2ccccc2)o1 | i | i
Cc1ccc(CCNC(=O)c2ccc3nc4ccccc4c(=O)n3c2)cc1 | i | i
Cc1ccc(S(=O)(=O)N(CC(=O)N2CCOCC2)CC(=O)N2CCOCC2)cc1 | i | i
Cc1cc(OCC(=O)N(Cc2ccco2)C2CCS(=O)(=O)C2)ccc1Cl (centres undefined) | i | i
COc1cccc(/C=N/NC(=O)c2cc3c(OC)cccc3[nH]2)c1O | i | i
O=C(O)c1ccc(S(=O)(=O)Nc2cccc(CP(=O)(c3ccccc3)c3ccccc3)c2)cc1 | i | i

Continued:
SMILES | CHT allo act | CHT inh
Cc1cc(C)c(C(=O)N2CCC(N3CCC(C(=O)NC(C)C)CC3)CC2)o1 | i | i
COc1ccc(NC(=O)COC(=O)c2cc(OC)c(OC)c(OC)c2)c([N+](=O)[O-])c1 | i | i
O=C(COC(=O)c1cc(Br)ccc1O)NC1CCCCCC1 | i | i
CCC1=C(OC(=O)N(CC)CC)N2C(=O)OC(=NCC3CC3)[C@]2(C)[C@H]2C1=CC[C@H]1C(=O)N(C)C(=O)[C@H]12 | i | i
O=C(NCCN1CCOCC1)C(=O)c1c[nH]c2ccccc12 | i | i
COc1cccc(OCC(O)CN2CCC(C)CC2)c1 (centres undefined) | i | i
O=C(NCCc1ccncc1)c1ccc2nc(Cc3cccc(Cl)c3)oc2c1 | i | i
Cc1cc2ccccc2n2c(SCC(=O)N3CCc4ccccc4C3)nnc12 | i | i
CCN(CC)CCNC(=O)C1c2ccccc2Oc2ccccc21 | i | i
COc1ccc(NC(=O)c2sc3nc(C)nc(N4CCN(c5ccccn5)CC4)c3c2C)cc1Cl | i | i
CN(C)CCCNC(=O)/C(=C\C=C\c1ccccc1)NC(=O)c1ccc([N+](=O)[O-])cc1 | i | i
COc1ccc(/C=C/C(=O)c2ccc([N+](=O)[O-])o2)cc1 | i | i
Cc1ccc2nc(-c3cccc(NS(C)(=O)=O)c3)cc(-c3ccccc3)c2c1 | i | i
Cc1cc(C(=O)NCCN2C(=O)S/C(=C\c3cccs3)C2=O)ccc1[N+](=O)[O-] | i | i
CCS(=O)(=O)N1CCC(C(=O)N2CCc3ccccc3C2)CC1 | i | i
CSc1ccc(C(=O)C2CCCN(C(=O)c3ccc4c(c3)no[n+]4[O-])C2)cc1 (centres undefined) | i | i
CN(CC(=O)Nc1ccc(Cl)cc1)C(=O)CCc1c[nH]c2ccccc12 | i | i
Cc1ccc(Nc2nnc(SCC(=O)Nc3cccc(S(=O)(=O)NC4=NCCCCC4)c3)s2)cc1 | i | i
CCOC(=O)Cc1csc(NC(=O)CSc2nnc(-n3nc(C)cc3C)c3ccccc23)n1 | i | i
COc1ccc(C2CC(c3cccs3)=NN2C(=O)CSc2nc3ccccc3s2)cc1 (centres undefined) | i | i
CCC1CCCCN1CCCNC(=O)C1CCCN(c2nn3c(=O)cc(C)nc3s2)C1 (centres undefined) | i | i

6 of the compounds above, tab-delimited:
canonical_smiles	CHT allo act	CHT inh
CCN(CC)CCNC(=O)C1c2ccccc2Oc2ccccc21	i	i
COc1ccc(NC(=O)c2sc3nc(C)nc(N4CCN(c5ccccn5)CC4)c3c2C)cc1Cl	i	i
CN(C)CCCNC(=O)/C(=C\C=C\c1ccccc1)NC(=O)c1ccc([N+](=O)[O-])cc1	i	i
COc1ccc(/C=C/C(=O)c2ccc([N+](=O)[O-])o2)cc1	i	i
Cc1ccc2nc(-c3cccc(NS(C)(=O)=O)c3)cc(-c3ccccc3)c2c1	i	i
Cc1cc(C(=O)NCCN2C(=O)S/C(=C\c3cccs3)C2=O)ccc1[N+](=O)[O-]	i	i

Source: PubChem
